High-throughput results: PubChem BioAssay, National Center for Advancing Translational Sciences (NCATS)
JMJD2A Tudor inh: qHTS Assay for Inhibitors of JMJD2A-Tudor Domain. hit rate 4.4% among 390,000. Potency, µM (top dose mostly 114 µM), for inactives: at the top dose activity change, negative = inhibition, usual class: inhibitors. AlphaScreen JMJD2A-Tudor / H3K4me3 peptide binding. AID 504339, 2011. Lysine-specific demethylase 4A (Homo sapiens), O75164; note: % is set by controls: 0 for no effect and ±100 for the full control effect; nearly all actives have a fitted effect of over 50% in size
POLI inh: qHTS for Inhibitors of Polymerase Iota; Potency, µM (doses to about 115 µM), for the others: at the highest dose activity, negative = inhibition, hits mostly inhibitors; DNA polymerase iota (Homo sapiens), Q9UNA4; AID 588590, 2011; Pol iota fluorescent replication assay, 10 min; hit rate 1% among 390,000
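Fluorescent replication assay read twice, at 0 min and 10 min after adding 50 nM (final) substrate. Enzyme (10 nM) and compounds were first incubated 15 min at room temperature; enzyme-free buffer wells were negative controls.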
HP1b binding inh: HTS for Inhibitors of HP1-beta Chromodomain Interactions with Methylated Histone Tails. Chromobox protein homolog 1 (Homo sapiens), P83916. AlphaScreen HP1-beta / biotin-H3K9me3 peptide binding. Potency, µM (top dose mostly 114 µM), for inactives: at the highest dose activity change, negative = inhibition, usual class: inhibitors. hit rate 0.56% among 390,000. AID 540317, 2011; note: nearly all actives have a fitted effect of over 70% in size; inactives centre near 23
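AlphaScreen: HP1-beta (50 nM) preformed 30 min with biotin-H3(1-18)K9me3 peptide (50 nM) in PBS pH 7.4, 0.01% Tween-20. Compound added for 30 min at RT, then streptavidin donor/nickel chelate acceptor beads (10 ug/mL) for 30 min.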
PGK inhibitor: qHTS Assay to Find Inhibitors of Phosphoglycerate Kinase; Phosphoglycerate kinase, glycosomal (Trypanosoma brucei brucei), P07378; PGK/GAPDH coupled, Kinase-Glo luminescence, 60 min; Potency, µM (doses to about 57.5 µM), inactives show at the highest dose activity change, negative = inhibition, hits mostly inhibitors; hit rate 0.043% among 380,000; AID 602233, 2012; note: % is set by controls: 0 for no effect and ±100 for the full control effect; nearly all actives have a fitted effect of over 60% in size
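Recombinant glycosomal PGK reaction used 1,3-bisphosphoglycerate generated in-well by GAPDH (100nM final) in 100mM TEA pH 7.6, 5mM MgCl2, 0.01% Tween-20. After 60 minutes at room temperature, ATP was read by Kinase-Glo Plus luminescence end-point.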
BAZ2B inh: qHTS Assay for Inhibitors of BAZ2B; Bromodomain adjacent to zinc finger domain protein 2B (Homo sapiens), Q9UIF8; AlphaScreen BAZ2B-H3K14Ac peptide displacement; hit rate 4.4% among 360,000; Potency, µM (doses to about 114 µM), for the others: at the top dose activity change, negative = inhibition, hits mostly inhibitors; note: % is set by controls: 0 for no effect and ±100 for the full control effect; nearly all actives have a fitted effect of over 60% in size
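AlphaScreen displacement of biotin-H3(5-23)K14Ac peptide (50 nM final) from BAZ2B (50 nM final) in PBS pH 7.4, 0.01% Tween-20; complex preformed 30 min RT, then compounds (top 110 uM) 30 min RT, beads 20 min dark.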
G9a inh: qHTS Assay for Inhibitors of Histone Lysine Methyltransferase G9a. Histone-lysine N-methyltransferase EHMT2 (Homo sapiens), Q96KQ7. AID 504332, 2011. G9a H3K9 monomethylation, AlphaScreen, 2 h. Potency, µM (series often up to 102 µM), for the others: top-dose activity, negative = inhibition, usual class: inhibitors. hit rate 8.8% among 350,000; note: % is set by controls: 0 for no effect and ±100 for the full control effect; nearly all actives have a fitted effect of over 75% in size
Target sequence (Q96KQ7 913-1193 limits assumed): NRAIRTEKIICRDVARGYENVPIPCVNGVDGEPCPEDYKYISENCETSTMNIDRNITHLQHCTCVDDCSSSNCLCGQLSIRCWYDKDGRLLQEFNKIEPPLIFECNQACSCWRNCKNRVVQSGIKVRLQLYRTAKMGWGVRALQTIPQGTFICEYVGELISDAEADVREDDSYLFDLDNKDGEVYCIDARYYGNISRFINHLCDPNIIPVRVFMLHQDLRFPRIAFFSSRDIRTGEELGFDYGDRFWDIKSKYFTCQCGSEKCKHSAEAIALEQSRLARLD
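Step 1: enzyme (final 20 nM) with compound, 15 min RT. Step 2: substrate peptide 500 nM and SAM 20 uM, 2 h RT. Step 3: anti-H3K9me1 antibody and AlphaScreen beads, 10 min, then plate read.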
Pin1 inh: qHTS Assay to Find Inhibitors of Pin1 | Pin1 FP peptide displacement, HiFluor488, 10 min | Potency, µM (titrated, usually from 115 µM), for the others: top-dose activity, negative = inhibition, most hits filed as inhibitors | hit rate 0.009% among 390,000; active = well fitted inhibition curve with a large enough effect in the polarisation, with a control signal flat, not every such curve was filed as active; inconclusive = small, poorly fitted or top-dose-only effect, or effect the other way, or a change in a side signal; inactive = no such curve, though single readings can be large or run the other way; the % refers to the polarisation; note: % is set by controls: 0 for no effect and ±100 for the full control effect
GLS inhibitor: qHTS for Inhibitors of Glutaminase (GLS) | Potency, µM (top dose mostly 45.5 µM), without a hit: top-dose activity change, negative = inhibition, most hits filed as inhibitors | Glutaminase kidney isoform, mitochondrial (Homo sapiens), O94925 | hit rate 0.21% among 410,000 | GLS enzymatic activity, qHTS titration; note: % is set by controls: 0 for no effect and ±100 for the full control effect
Target sequence (O94925 whole entry, looked up, canonical isoform): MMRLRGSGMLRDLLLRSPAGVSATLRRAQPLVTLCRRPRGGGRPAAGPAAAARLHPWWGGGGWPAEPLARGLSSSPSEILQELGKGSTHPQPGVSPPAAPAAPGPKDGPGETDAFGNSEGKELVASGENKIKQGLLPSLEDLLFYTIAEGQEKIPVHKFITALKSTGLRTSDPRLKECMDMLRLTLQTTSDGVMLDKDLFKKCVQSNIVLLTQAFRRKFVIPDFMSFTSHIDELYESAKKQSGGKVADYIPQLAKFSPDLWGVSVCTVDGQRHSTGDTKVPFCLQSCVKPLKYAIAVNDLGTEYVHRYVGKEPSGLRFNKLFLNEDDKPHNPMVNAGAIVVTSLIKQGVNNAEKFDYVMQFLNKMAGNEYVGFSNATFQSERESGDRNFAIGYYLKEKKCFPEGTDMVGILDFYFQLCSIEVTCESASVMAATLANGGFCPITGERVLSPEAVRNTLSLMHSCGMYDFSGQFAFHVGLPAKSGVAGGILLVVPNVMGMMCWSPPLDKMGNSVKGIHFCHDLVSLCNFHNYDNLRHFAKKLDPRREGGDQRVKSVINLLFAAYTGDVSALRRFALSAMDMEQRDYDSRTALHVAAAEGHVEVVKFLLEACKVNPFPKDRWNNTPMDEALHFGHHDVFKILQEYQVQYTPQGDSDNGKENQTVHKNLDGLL
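Human kidney-isoform GLS in 45 mM KH2PO4 pH 8.2, 0.02% Tween-20, with compound, started with 1mM L-Glutamine (added stock). Glutamate oxidase/HRP/Amplex red coupled fluorescence read at start and after 30 min at RT.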
BLM inh: qHTS Assay for Inhibitors of Bloom's syndrome helicase (BLM); Potency, µM (series often up to 56.1 µM), inactives show at the top dose activity change, negative = inhibition, most hits filed as inhibitors; recombinant BLM DNA unwinding, fluorescence dequenching; hit rate 0.2% among 350,000; RecQ-like DNA helicase BLM (Homo sapiens), P54132;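 note: plate controls were vehicle for no effect and no enzyme for full effect; nearly all actives have a fitted effect of over 35% in size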
* marks the source's active call; other numbers are inactive results; i = inactive; ? = inconclusive; / = not tested or not shown; & = joins results of further samples; [ ] = remark or other dose. Unless noted, calls come from the whole dose curve; as a rule, active = well fitted curve in the direction sought with a large enough effect; inconclusive = small, poorly fitted or top-dose-only effect, or another doubt; inactive = no such curve, though single readings can be large; an effect the other way counts as inactive or inconclusive. Potency is the fitted concentration of half-maximal effect.

SMILES	JMJD2A Tudor inh	POLI inh	HP1b binding inh	PGK inhibitor	BAZ2B inh	G9a inh	Pin1 inh	GLS inhibitor	BLM inh
CC12CC3CC(C)(C1)CC(C(=O)NC(=S)N1CCCCC1)(C3)C2	-26%	32%[activator]	-2%	-2%	-30%[57.1 µM]	-2%	-6%	15%	-4%
COc1ccc(CNC(=O)/C=C/C(=O)O)cc1OC	-8%[57.1 µM]	17%	70%[activator]	-7%	33%	17%[59 µM]	4%	-1%	2%
COc1cc(OC)cc(C(=O)NNC(=O)C(CCC(N)=O)NS(=O)(=O)c2ccc(Cl)cc2)c1 (configuration not stated)	9%	-8%	45%[activator]	-3%	/	/	0%	18%	/
COc1ccc(NC(=O)CCC(=O)N/N=C/c2cccnc2)cc1	-5%	-5%	25%	-3%	-13%	48%	3%	2%	2%
O=C(N/N=C/c1ccc2ccccc2c1)c1ccc(COc2ccc3c(c2)CCC3)o1	?	2%	0%	-9%	-32%	?	119%[activator]	10%	-26%
Cc1ccc(S(=O)(=O)c2nc(-c3cccs3)oc2SC(C)c2ccccc2)cc1 (configuration not stated)	-2%	25%	39%	-7%	-2%	?	?	-2%	-6%
CN(Cc1cnn(Cc2ccccc2)c1)C(=O)CN=C1NS(=O)(=O)c2ccccc21	-6%	0%	22%	-2%	0%	-6%[12.7 µM]	-3%	-1%	/
CCCCCn1c(=O)[nH]c2cc(C(=O)Nc3cc(C)cc(C)c3)ccc2c1=O	-8%	?	15%	i	4%	4%[59 µM]	22%	1%	-1%
COc1cc(CC(=O)Nc2ccc3nc(C)sc3c2)cc(OC)c1OC	-12%	-3%	3%	-9%	-14%	-29%[59 µM]	-7%	-4%	-8%
COc1cc(NC(=O)Cn2nc(Cc3cccnc3)c3ccccc3c2=O)cc(OC)c1OC	-14%&-12%	9%&-4%	46%&25%[activator]	6%&-5%	-2%&-6%	3%[59 µM]	0%&-10%	2%&1%	-2%&-8%
O=C(Nc1cc(C(F)(F)F)ccc1Cl)c1cc(-c2cccs2)nc2ccccc12	-3%	16%	33%	3%	-1%	4%[59 µM]	0%	-2%	-2%
CCOc1ccc(C(=O)Nc2ccc3c(c2)OCCO3)cc1[N+](=O)[O-]	-5%	71%[activator]	28%	1%	-27%	-2%[59 µM]	-2%	-4%	-7%
S=C(c1ccccc1)N(c1ccccc1)c1ccccc1	?	7%	-23%	-1%	?	?	-1%	-5%	-3%
O=C(NCC1CCCO1)C1CCN(S(=O)(=O)Cc2ccccc2)CC1 (configuration not stated)	-5%	14%	48%[activator]	-4%	4%	5%[12.7 µM]	-7%	0%	-1%
COc1ccccc1NC(=O)CCCc1c[nH]c2ccccc12	-28%	-27%	28%	i	-36%	-18%	4%	0%	-4%
COC(=O)Cc1[nH]n(-c2nc3ccccc3s2)c(=O)c1C(C)=Nc1ccc(OC)cc1	-14%	14%	21%	i	?	2.8µM*	3%	0%	4%
COc1ccc(C2CC(=O)C3=C(C2)Nc2ncnn2C3c2ccccc2C)cc1 (configuration not stated)	-22%	-10%	5%	-6%	-2%	-34%	1%	15%	1%
Cc1ccccc1NC(=O)Cn1cnc2c1c(=O)n(C)c(=O)n2C	-11%	10%	21%	1%	4%	-10%[59 µM]	7%	5%	0%
Cc1cc(C)c(S(=O)(=O)N(CC(=O)NCc2cccnc2)C2CCCCC2)c(C)c1	-8%[57.1 µM]	89µM*	-13%	-2%	10%	?	-1%	-2%	-1%
O=C(COC(=O)c1ccc(S(=O)(=O)NCc2ccco2)cc1)NC1CCCCC1	-9%	3%	12%	5%	2%	9%	-1%	0%	-5%
CC(=O)Nc1ccc(CC#N)cc1	-14%	21%	-2%	-2%	1%	10%	-10%	8%	1%
Cc1ccc(NC(=O)c2ccc(OC(=O)C(C)Oc3ccc(Cl)cc3C)cc2)cc1 (configuration not stated)	-1%	12%	24%	-6%	-12%	2%[59 µM]	0%	0%	3%
CCOc1cc(S(=O)(=O)N2CCN(C(=O)c3ccco3)CC2)ccc1F	-4%	5%	43%[activator]	1%	?	23%	-8%	2%	-2%
CC(C)OC(=O)c1ccc(N2C(=O)C3CC=CCC3C2=O)cc1 (configuration not stated)	-4%	6%	36%[activator]	-2%	-4%	0%[59 µM]	0%	-9%	-3%

Structures above that have a furan ring, fused or not, in the order listed:
SMILES	JMJD2A Tudor inh	POLI inh	HP1b binding inh	PGK inhibitor	BAZ2B inh	G9a inh	Pin1 inh	GLS inhibitor	BLM inh
O=C(N/N=C/c1ccc2ccccc2c1)c1ccc(COc2ccc3c(c2)CCC3)o1	?	2%	0%	-9%	-32%	?	119%[activator]	10%	-26%
O=C(COC(=O)c1ccc(S(=O)(=O)NCc2ccco2)cc1)NC1CCCCC1	-9%	3%	12%	5%	2%	9%	-1%	0%	-5%
CCOc1cc(S(=O)(=O)N2CCN(C(=O)c3ccco3)CC2)ccc1F	-4%	5%	43%[activator]	1%	?	23%	-8%	2%	-2%

New compounds follow:
SMILES	JMJD2A Tudor inh	POLI inh	HP1b binding inh	PGK inhibitor	BAZ2B inh	G9a inh	Pin1 inh	GLS inhibitor	BLM inh
CCN1C[C@@H]2[C@@H]3C(=O)N(C)C(=O)[C@@H]3[C@](Cc3ccccc3)(C1=O)N2C(=O)c1ccccc1	-7%	29%	42%[activator]	i	/	/	-11%	-1%	/
O=C(O)c1ccc(NC(=S)NC(=O)C(c2ccccc2)c2ccccc2)cc1	-17%	13%	1%	-9%	-27%	-3%	-3%	15%	-2%
Cc1cnccc1CNC(=O)C1CCC(=O)N(Cc2ccc(Cl)cc2)C1 (configuration not stated)	-3%	17%	69%[activator]	0%	0%	-15%	-3%	-23%	1%
CC(=O)c1c(O)cc2n(c1=O)-c1ccc(Cl)cc1C2(C)C	4%	-4%	33%	5%	-3%	14%[59 µM]	?	9%	-1%
CCOC(=O)c1c2n(c3ccc(O)cc13)CCCCC2	-20%	5%	3%	6%	13%	-31%[12.7 µM]	7%	27%	2%
CCc1cccc(C)c1NC(=O)C1CCN(c2nnc(C)c3c(C)n(-c4ccccc4)nc23)CC1	-17%	?	22%	i	-27%	-6%[59 µM]	6%	-2%	-6%
Cc1cccn2cc(COc3cccc([N+](=O)[O-])c3)nc12	-19%	93%[activator]	22%	-6%	-3%	-9%	3%	-3%	-4%
CCOC(=O)c1[nH]cnc1C(=O)Nc1ccccc1C	?	55%[activator]	30%	-4%	?	14%	1%	-3%	-3%
Cc1oc(-c2ccc(Cl)cc2)nc1CSCC(=O)NC1CCN(Cc2ccccc2)CC1	-30%	-19%	19%	-7%	?	-2%[59 µM]	?	-11%	-14%
CC(=O)c1cccc(OCc2cc(C(=O)NCc3nc(C)c(C)s3)no2)c1	-21%	26%	-10%	-11%	-21%	13%	11%	8%	-3%
COc1cc2ccccc2cc1C(=O)N1CC(C)CC(C)C1 (configuration not stated)	-9%	-13%	37%	-4%	-12%	16%	3%	10%	-2%
COc1ccc2c(c1OC)C(=O)OC2Nc1nc(-c2ccc(-c3ccccc3)cc2)cs1 (configuration not stated)	?	-3%	?	-4%	?	40µM*	-4%	35%[activator]	-16%
CCOc1cccc(=O)c2c(C)n(CC3CCCO3)c(C)c12 (configuration not stated)	?	-4%	-14%	-6%	?	71µM*	10%	-20%	-12%
CCN(Cc1ccccc1)C(=O)COC(=O)[C@@H]1CCCN1C(=O)c1cccs1	-12%	2%	10%[57 µM]	3%	/	/	-8%	-7%	/
Oc1ccc(N=Cc2sc3ccccc3c2Cl)cc1	50µM*	8.9µM*	?	i	32µM*	10µM*	3%	15%	20µM*
Cc1ccc(Oc2nccc(-c3ccc(Cl)cc3)n2)cc1	26%	-8%	56%[activator]	6%	11%	-25%	3%	1%	0%
COc1ccc(N2CCN(c3ncccc3C#N)CC2)cc1	?	-14%	?	-9%	?	-12%[59 µM]	2%	11%	-12%
COc1cccc(C=Nc2ccc(C)c(F)c2)c1O	-14%	-16%	-11%	i	-5%	?	-4%	38%	0%
Cc1ccc([N+](=O)[O-])cc1S(=O)(=O)N1CCNCC1	-22%[11.4 µM]	77%[activator]	1%	i	-17%	-9%	1%	?	-3%
Cc1csc2c(C#N)c(=O)c3c(n12)CCC3	-3%	-6%	15%	-5%[11.5 µM]	-3%	10%	1%	6%	2%
O=C(Cn1cnc2c(nnn2Cc2ccc(F)cc2)c1=O)N1CCN(c2ccccc2)CC1	-13%	5%	17%	0%	-22%	1%	?	16%	0%
CC1(C)CC2(CCO1)C(Nc1ccccc1)=NC(=S)N2c1ccccc1 (configuration not stated)	-18%	47%[activator]	0%	i	-24%	19%	-10%	1%	2%
O=C(Cn1ccc2ccccc2c1=O)NCCC(=O)N1CCN(c2cccc(Cl)c2)CC1	-15%	-3%	13%	-3%	0%	-8%[12.7 µM]	-2%	23%	-7%
CCOC(=O)c1sc2cc([N+](=O)[O-])cc(SCC(=O)OC)c2c1N	45µM*	?	?	-6%	40µM*	7.9µM*	19%	7%	-16%
Nc1ccccc1Nc1nc2ccccc2[nH]1	-26%	90%[activator]	-7%	-5%	?	89µM*	3%	?	-2%
CCc1ccc(OCC(=O)NNC(=S)NC(=O)C2CC2)c(Br)c1	?	36%[activator]	11%	0%	?	10µM*	-1%	16%	-4%
COc1ccc2c(c1[N+](=O)[O-])CCC/C2=N/OC(=O)c1cccc2ccccc12	-9%	27%	34%	-8%	-21%	/	0%	5%	-10%

Not all compounds are listed. The share of hits here may be higher or lower than overall.
